Compound activity: PubChem BioAssay, Broad Institute
NSD2 inh – inhibitors of human NSD2, primary screen, biochemical, plate reader, single point. Histone-lysine N-methyltransferase NSD2 (Homo sapiens), O96028. NSD2-SET H3K36me1 DELFIA fluorescence. inhibition, % at 12.5 µM. 0.07% of 44,000 active; in the data active = inhibition above about 54%, passing the limit was not always enough; inconclusive = no clear call, values can overlap the other calls;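 note: inhibitors reduce the monomethyl H3K36 fluorescence signal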
Target sequence (O96028 whole entry, looked up): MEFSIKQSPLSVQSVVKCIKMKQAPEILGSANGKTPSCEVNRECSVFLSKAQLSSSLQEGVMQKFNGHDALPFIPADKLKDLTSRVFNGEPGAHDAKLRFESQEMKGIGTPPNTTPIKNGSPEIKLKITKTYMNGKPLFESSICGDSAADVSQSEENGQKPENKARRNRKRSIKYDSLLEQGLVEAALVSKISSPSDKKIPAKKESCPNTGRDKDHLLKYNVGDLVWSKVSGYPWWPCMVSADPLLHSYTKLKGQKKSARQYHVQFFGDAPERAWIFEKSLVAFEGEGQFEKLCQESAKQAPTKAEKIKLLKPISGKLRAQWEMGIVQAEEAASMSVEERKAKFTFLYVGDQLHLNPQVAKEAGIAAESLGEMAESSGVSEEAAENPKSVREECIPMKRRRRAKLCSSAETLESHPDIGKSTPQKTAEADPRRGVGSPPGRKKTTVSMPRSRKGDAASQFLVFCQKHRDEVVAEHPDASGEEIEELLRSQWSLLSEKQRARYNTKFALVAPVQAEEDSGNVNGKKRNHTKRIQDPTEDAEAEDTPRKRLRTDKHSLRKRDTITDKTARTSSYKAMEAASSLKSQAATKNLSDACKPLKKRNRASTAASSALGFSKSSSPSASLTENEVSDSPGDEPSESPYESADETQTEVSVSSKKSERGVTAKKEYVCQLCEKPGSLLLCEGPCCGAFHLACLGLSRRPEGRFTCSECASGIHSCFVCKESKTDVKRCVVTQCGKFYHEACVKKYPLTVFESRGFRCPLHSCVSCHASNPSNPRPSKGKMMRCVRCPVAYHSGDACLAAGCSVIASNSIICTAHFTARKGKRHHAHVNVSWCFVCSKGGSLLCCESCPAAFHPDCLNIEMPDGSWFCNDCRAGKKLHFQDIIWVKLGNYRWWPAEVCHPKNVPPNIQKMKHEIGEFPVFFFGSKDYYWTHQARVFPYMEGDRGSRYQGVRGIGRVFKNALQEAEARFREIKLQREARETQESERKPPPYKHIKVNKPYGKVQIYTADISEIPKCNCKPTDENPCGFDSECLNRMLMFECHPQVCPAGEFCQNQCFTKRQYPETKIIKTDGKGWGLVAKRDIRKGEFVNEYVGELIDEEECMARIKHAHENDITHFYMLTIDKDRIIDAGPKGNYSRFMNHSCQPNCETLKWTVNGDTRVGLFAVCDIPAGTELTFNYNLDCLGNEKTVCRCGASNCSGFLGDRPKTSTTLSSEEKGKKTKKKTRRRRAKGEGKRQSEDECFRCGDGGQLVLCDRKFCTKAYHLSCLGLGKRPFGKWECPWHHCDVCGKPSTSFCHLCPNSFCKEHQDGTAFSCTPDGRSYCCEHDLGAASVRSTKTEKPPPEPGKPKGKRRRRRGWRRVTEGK
Starred values were filed as active, the others as inactive; ? = inconclusive. An excerpt; rates above refer to the full screens.

NSD2 inh	SMILES
-4	C[C@@H]1CN([C@H](C)CO)C(=O)Cc2cc(NS(=O)(=O)c3cccs3)ccc2O[C@@H]1CN(C)Cc1ccccc1
6	C[C@@H]1CN([C@@H](C)CO)C(=O)CCCn2cc(nn2)CO[C@H]1CN(C)C(=O)Nc1cccc(Oc2ccccn2)c1
-6	C[C@H](CO)N1C[C@H](C)[C@@H](CN(C)C(=O)Nc2ccc(C(F)(F)F)cc2)Oc2ccc(NC(=O)Nc3ccccc3)cc2CC1=O
-4	CNC[C@@H]1Oc2c(NC(=O)Nc3ccccc3)cccc2C(=O)N([C@H](C)CO)C[C@H]1C
-11	Cc1ccccc1-c1ccc2c(c1)O[C@@H](CN(C)C(=O)Nc1ccc(F)cc1)[C@@H](C)CN([C@@H](C)CO)S2(=O)=O
2	Cc1noc(C)c1S(=O)(=O)Nc1cccc2c1O[C@H](CN(C)CC1CCCCC1)[C@H](C)CN([C@H](C)CO)C2=O
7	Cc1cc(C(=O)Nc2cccc3c2O[C@H](CN(C)C(=O)NC(C)C)[C@@H](C)CN([C@H](C)CO)C3=O)n(C)n1
0	CCCN(C)C[C@@H]1Oc2cc(C#CCN(C)C)ccc2S(=O)(=O)N([C@H](C)CO)C[C@@H]1C
-2	COc1ccc(S(=O)(=O)N(C)C[C@H]2Oc3c(NC(=O)c4ccc(-c5nccs5)cc4)cccc3C(=O)N([C@H](C)CO)C[C@@H]2C)cc1
-2	O=C1CCCN2N=C(SCC(=O)c3ccc(Cl)cc3)SC2=N1
-16	Cc1noc(C)c1NC(=O)N(C)C[C@@H]1Oc2ccc(NS(=O)(=O)c3cn(C)cn3)cc2CC(=O)N([C@@H](C)CO)C[C@H]1C
7	CC1CC(=O)c2cc(O)c(O)cc2C1 (stereo not drawn)

In another format: entries from further up.
mol,NSD2 inh
Cc1noc(C)c1S(=O)(=O)Nc1cccc2c1O[C@H](CN(C)CC1CCCCC1)[C@H](C)CN([C@H](C)CO)C2=O,2
Cc1cc(C(=O)Nc2cccc3c2O[C@H](CN(C)C(=O)NC(C)C)[C@@H](C)CN([C@H](C)CO)C3=O)n(C)n1,7
CCCN(C)C[C@@H]1Oc2cc(C#CCN(C)C)ccc2S(=O)(=O)N([C@H](C)CO)C[C@@H]1C,0
COc1ccc(S(=O)(=O)N(C)C[C@H]2Oc3c(NC(=O)c4ccc(-c5nccs5)cc4)cccc3C(=O)N([C@H](C)CO)C[C@@H]2C)cc1,-2

(continued)
NSD2 inh	SMILES
2	C[C@H]1CN([C@@H](C)CO)C(=O)CCCn2nncc2CO[C@@H]1CN(C)C(=O)Nc1ccc(-c2cccs2)cc1
6	C[C@@H]1CN([C@H](C)CO)C(=O)Cc2cc(N(C)C)ccc2O[C@H]1CN(C)S(=O)(=O)c1ccc(Cl)cc1
2	C[C@H](CO)N1C[C@H](C)[C@H](CN(C)C(=O)C2CCC2)Oc2cc(C#C[C@@H](C)O)ccc2S1(=O)=O
-8	C[C@@H]1CCCCO[C@H](CN(C)S(=O)(=O)c2cn(C)cn2)[C@@H](C)CN([C@@H](C)CO)C(=O)c2cc(NC(=O)CCCN(C)C)ccc2O1
1	COc1ccc(NC(=O)N(C)C[C@H]2Oc3c(NC(=O)CCCCCC(=O)Nc4ccccc4N)cccc3C(=O)N([C@@H](C)CO)C[C@H]2C)cc1
-3	C[C@H](CO)N1C[C@H](C)[C@@H](CN(C)Cc2ccc(Cl)c(Cl)c2)Oc2ccc(NC(=O)c3ccncc3)cc2C1=O
-9	COc1ccc(Br)c(/C=N/NC(=O)c2ccccc2O)c1
0	COC(=O)C1=CO[C@@H](O[C@@H]2O[C@H](CO)[C@@H](O)[C@H](O)[C@H]2O)[C@H]2[C@@H]1[C@H](OC(=O)/C=C/c1ccc(O)cc1)C[C@]2(C)OC(C)=O
0	Cc1noc(C)c1S(=O)(=O)Nc1ccc2c(c1)C(=O)N([C@H](C)CO)C[C@@H](C)[C@H](CN(C)Cc1ccc(C(F)(F)F)cc1)OCCCC[C@H](C)O2
0	CCCNC(=O)N(C)C[C@H]1Oc2cc(C#Cc3cccc(F)c3)ccc2S(=O)(=O)N([C@@H](C)CO)C[C@@H]1C
-4	O=c1c(-c2ccc(O)cc2)coc2cc(O)cc(O)c12
-1	Cc1ccc(OC(=O)N(C)C[C@H]2OCc3ccccc3-c3ccccc3C(=O)N([C@H](C)CO)C[C@H]2C)cc1

New compounds follow:
NSD2 inh	SMILES
3	C[C@H](CO)N1C[C@H](C)[C@@H](CN(C)C(=O)c2ccc(F)cc2)Oc2ncc(/C=C/c3ccccc3)cc2C1=O
-11	C[C@@H]1CN([C@@H](C)CO)C(=O)c2cc(NC(=O)Nc3ccc(F)cc3)ccc2O[C@@H]1CN(C)S(=O)(=O)c1ccc(F)cc1
-3	CCCNC(=O)N(C)C[C@H]1Oc2cc(-c3ccccc3)ccc2S(=O)(=O)N([C@H](C)CO)C[C@H]1C
0	C[C@@H]1CN([C@H](C)CO)C(=O)c2cc(NS(=O)(=O)c3ccc(Cl)cc3)ccc2O[C@@H]1CN(C)C(=O)NC1CCCCC1
8	C[C@H](CO)N1C[C@H](C)[C@H](CN(C)Cc2ccc3c(c2)OCO3)Oc2cc(-c3cccc(C(=O)N(C)C)c3)ccc2S1(=O)=O
-6	Cc1noc(C)c1S(=O)(=O)Nc1ccc2c(c1)C(=O)N([C@@H](C)CO)C[C@@H](C)[C@H](CN(C)C(=O)Nc1ccc(C(F)(F)F)cc1)OCCCC[C@@H](C)O2
5	COc1ccc(S(=O)(=O)N(C)C[C@@H]2Oc3c(NC(=O)NC(C)C)cccc3C(=O)N([C@@H](C)CO)C[C@H]2C)cc1
-6	C[C@@H]1CN([C@H](C)CO)C(=O)c2cc(NS(=O)(=O)c3ccc(F)cc3)ccc2O[C@H]1CN(C)Cc1ccc(Oc2ccccc2)cc1
-3	C[C@@H]1CN([C@@H](C)CO)C(=O)c2cccc(NC(=O)Nc3ccccc3)c2O[C@H]1CN(C)C(=O)Nc1ccc(C(F)(F)F)cc1
-2	O=C(CCCCC(=O)N/N=C/c1ccc(O)cc1Br)NO
2	CCCNC(=O)N(C)C[C@H]1Oc2ncc(-c3ccncc3)cc2C(=O)N([C@@H](C)CO)C[C@H]1C
15	CNC[C@H]1Oc2cc(C#Cc3ccccn3)ccc2S(=O)(=O)N([C@H](C)CO)C[C@@H]1C

(more compounds)
NSD2 inh	SMILES
5	C[C@H](CO)N1C[C@H](C)[C@H](CN(C)C(=O)CN(C)C)Oc2cc(C#CCC3CCCC3)ccc2S1(=O)=O
-12	C[C@H](CO)N1C[C@H](C)[C@H](CN(C)C)Oc2cc(-c3cccc(F)c3)ccc2S1(=O)=O
3	Cc1ccc(S[C@]2(C(=O)NC(C)C)CC(=O)N(C3CCCCC3)[C@@H]2c2ccc(CO)cc2I)cc1
-2	C[C@@H]1CN([C@H](C)CO)C(=O)c2cc(NC(=O)CCCN(C)C)ccc2O[C@@H](C)CCCCO[C@H]1CN(C)S(=O)(=O)c1ccc(Cl)cc1
?	CC(C)NC(=O)Nc1ccc2c(c1)C(=O)N([C@@H](C)CO)C[C@H](C)[C@@H](CN(C)Cc1ccc(C(=O)O)cc1)OCCCC[C@H](C)O2
8	O=C(C[C@H]1C[C@H]2c3cc(NC(=O)CC4CC4)ccc3O[C@H]2[C@H](CO)O1)NCc1ccc(-c2ccccc2)cc1
5	C[C@H]1CCCCO[C@@H](CN(C)Cc2ccc(C(=O)O)cc2)[C@@H](C)CN([C@@H](C)CO)C(=O)c2cc(NC(=O)c3ccncc3)ccc2O1
1	C[C@H](CO)N1C[C@H](C)[C@H](CN(C)S(=O)(=O)c2cccs2)Oc2ccc(NC(=O)Cn3cnnn3)cc2C1=O
-3	COc1ccc(NC(=O)N(C)C[C@H]2OCCCC[C@H](C)Oc3ccc(NC(=O)CCC(F)(F)F)cc3C(=O)N([C@@H](C)CO)C[C@@H]2C)cc1
-4	C[C@H](CO)N1C[C@H](C)[C@@H](CN(C)Cc2ccc(C(=O)O)cc2)Oc2ccc(NS(=O)(=O)c3ccc(F)cc3)cc2CC1=O
6	C[C@@H]1CN([C@H](C)CO)C(=O)c2cccc(NC(=O)c3cnccn3)c2O[C@H]1CN(C)C(=O)Nc1ccc(F)cc1
9	C[C@H](CO)N1C[C@H](C)[C@H](CN(C)C(=O)c2ccccc2)OCCCC[C@H](C)Oc2ccc(NS(C)(=O)=O)cc2C1=O

An excerpt of these results, comma-delimited.
structure,NSD2 inh
C[C@H]1CCCCO[C@@H](CN(C)Cc2ccc(C(=O)O)cc2)[C@@H](C)CN([C@@H](C)CO)C(=O)c2cc(NC(=O)c3ccncc3)ccc2O1,5
C[C@H](CO)N1C[C@H](C)[C@H](CN(C)C)Oc2cc(-c3cccc(F)c3)ccc2S1(=O)=O,-12

Later entries.
NSD2 inh	SMILES
-3	C[C@@H]1CN([C@@H](C)CO)C(=O)Cc2cc(NC(=O)CCC(F)(F)F)ccc2O[C@H]1CN(C)Cc1ccc(Cl)c(Cl)c1
-2	C[C@H](CO)N1C[C@H](C)[C@H](CN(C)C(=O)NC2CCCC2)OCc2cn(nn2)CCCC1=O
0	C[C@H](CO)N1C[C@H](C)[C@H](CN(C)S(C)(=O)=O)Oc2c(NC(=O)Nc3ccc4c(c3)OCO4)cccc2C1=O
-2	C[C@@H]1CCCCO[C@@H](CN(C)S(=O)(=O)c2ccccc2)[C@H](C)CN([C@H](C)CO)C(=O)c2cc(NC(=O)Cc3ccccc3)ccc2O1
4	C[C@H](CO)N1C[C@H](C)[C@H](CN(C)Cc2ccc(C(=O)O)cc2)OCCCC[C@H](C)Oc2ccc(NC(=O)CCCN(C)C)cc2C1=O
-1	CC(C)CC#Cc1ccc2c(c1)O[C@@H](CN(C)C(=O)Cc1ccccn1)[C@H](C)CN([C@@H](C)CO)S2(=O)=O
-1	COc1ccc(-c2cnc3c(c2)C(=O)N([C@H](C)CO)C[C@H](C)[C@H](CN(C)Cc2ccncc2)O3)cc1
5	CNC[C@@H]1Oc2cc(C3=CCCC3)ccc2S(=O)(=O)N([C@@H](C)CO)C[C@H]1C
-1	CC(C)NC(=O)N(C)C[C@@H]1Oc2cc(C3=CCCC3)ccc2S(=O)(=O)N([C@@H](C)CO)C[C@H]1C
2	C[C@H]1CN([C@@H](C)CO)C(=O)c2cc(NC(=O)Nc3ccc(F)cc3)ccc2O[C@H]1CN(C)Cc1ccc(C(=O)O)cc1
0	C[C@@H]1CN([C@H](C)CO)S(=O)(=O)c2ccc(-c3cccnc3)cc2O[C@@H]1CN(C)Cc1ccccn1
10	Cc1ncc(CO)c(/C=N/NC(=O)CCCCCCC(=O)NO)c1O

Further records follow:
NSD2 inh	SMILES
0	C[C@@H]1CN([C@@H](C)CO)C(=O)c2cccc(NC(=O)Nc3ccc4c(c3)OCO4)c2O[C@H]1CN(C)CC1CCCCC1
9	CC(C)NC(=O)N(C)C[C@@H]1Oc2cc(C3=CCCCC3)ccc2S(=O)(=O)N([C@H](C)CO)C[C@H]1C
6	C[C@@H]1CN([C@@H](C)CO)S(=O)(=O)c2ccc(-c3cccnc3)cc2O[C@@H]1CN(C)C
10	C[C@@H]1CN([C@H](C)CO)C(=O)Cc2cc(NS(=O)(=O)c3ccc(Cl)cc3)ccc2O[C@H]1CN(C)Cc1ccc2c(c1)OCO2
-222	C[C@@H]1CN([C@@H](C)CO)C(=O)c2cccc(NC(=O)C3CCCCC3)c2O[C@@H]1CN(C)Cc1ccc2c(c1)OCO2
-3	C[C@@H]1CN([C@H](C)CO)C(=O)c2cccc(NC(=O)Nc3cccc4ccccc34)c2O[C@@H]1CN(C)C(=O)Nc1ccc(C(F)(F)F)cc1
-8	C[C@H]1CN([C@@H](C)CO)C(=O)c2cc(NS(=O)(=O)c3cccs3)ccc2O[C@H]1CN(C)Cc1ccc(Cl)c(Cl)c1
1	Cc1ccc(-c2ccc3c(c2)O[C@@H](CN(C)C(=O)CC2CC2)[C@@H](C)CN([C@@H](C)CO)S3(=O)=O)cc1
1	C[C@@H]1CN([C@H](C)CO)C(=O)c2cccc(NS(=O)(=O)c3cn(C)cn3)c2O[C@H]1CN(C)Cc1ccc2c(c1)OCO2
-2	C[C@@H]1CN([C@@H](C)CO)C(=O)c2cccc(NS(=O)(=O)c3ccc(Cl)cc3)c2O[C@@H]1CN(C)S(=O)(=O)c1cccs1
8	Cc1cc(C(=O)Nc2cccc3c2O[C@@H](CN(C)C(=O)Nc2ccccc2)[C@@H](C)CN([C@H](C)CO)C3=O)n(C)n1
-1	C[C@H](CO)N1C[C@H](C)[C@H](CN(C)Cc2ccccc2)Oc2ncc(-c3cccc(F)c3)cc2C1=O

(cont.)
NSD2 inh	SMILES
-2	CC(C)NC(=O)N(C)C[C@@H]1OCCCC[C@H](C)Oc2ccc(NC(=O)Nc3ccc4c(c3)OCO4)cc2C(=O)N([C@@H](C)CO)C[C@H]1C
0	C[C@H]1CN([C@@H](C)CO)C(=O)c2cc(NS(C)(=O)=O)ccc2O[C@@H]1CN(C)S(C)(=O)=O
-6	O=C(C[C@H]1C[C@@H]2c3cc(NC(=O)Nc4ccccc4F)ccc3O[C@@H]2[C@@H](CO)O1)NCc1ccccn1
-6	COc1ccc(S(=O)(=O)N(C)C[C@@H]2OCCCC[C@@H](C)Oc3ccc(NC(=O)Nc4cccc5ccccc45)cc3C(=O)N([C@H](C)CO)C[C@H]2C)cc1
-1	C[C@H]1CN([C@@H](C)CO)C(=O)c2cccc(NS(=O)(=O)c3ccccc3)c2O[C@@H]1CN(C)Cc1ccc(C(=O)Nc2ccccc2N)cc1
6	C[C@@H]1CN([C@H](C)CO)C(=O)Cc2cc(NC(=O)Cc3cn(C)c4ccccc34)ccc2O[C@H]1CN(C)C(=O)Nc1ccc(F)cc1
